Screening data as filed in PubChem.
ROS inducer = cancer cell ROS induction; U2OS ROS induction, H2DCF-DA fluorescence; ROS induction (% of piperlongumine), % at 10 µM; 2% of 46,000 active; AID 624156; in the data active = ROS induction above about 79%, passing the limit was not always enough; inconclusive = no clear call, values can overlap the other calls;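 also: 0% = DMSO vehicle median and 100% = reference compound median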
Starred values were filed as active, the others as inactive; ? = inconclusive. A portion of the library; the hit share may differ from the screen's.

smiles | ROS inducer
CC(C)NC(=O)Nc1ccc2c(c1)C(=O)N([C@H](C)CO)C[C@H](C)[C@@H](CN(C)C(=O)Nc1ccccc1)O2 | -5
Cc1ccc(S(=O)(=O)Nc2ccc3c(c2)C(=O)N([C@H](C)CO)C[C@@H](C)[C@@H](CN(C)Cc2ccc4c(c2)OCO4)O3)cc1 | 1
C[C@@H]1CN([C@H](C)CO)C(=O)c2cccc(NS(=O)(=O)c3ccc(F)cc3)c2O[C@H]1CN(C)C(=O)Nc1ccc(F)cc1 | -8
CCOC(=O)NC(=O)CSc1ccccn1 | 1
C[C@@H]1CN([C@H](C)CO)C(=O)c2cc(NC(=O)CCN3CCOCC3)ccc2O[C@@H]1CN(C)C(=O)NC1CCCCC1 | 0
Cc1sc2nc(SCC(=O)c3ccc(O)c(O)c3)[nH]c(=O)c2c1C | 24
O=C(CCc1nc2ccccc2[nH]1)Nc1ccc(F)cc1 | -6
Cn1c(SCC(=O)Nc2ccc(Oc3ccccc3)cc2)nnc1-c1cccs1 | 3
CC(C)(C(=O)O)c1ccc(C(O)CCCN2CCC(C(O)(c3ccccc3)c3ccccc3)CC2)cc1 (stereo unspecified) | -16
COc1ccc(C(NC(C)=O)c2c(O)ccc3ccccc23)cc1OC (stereo unspecified) | -18
C[C@H](CO)N1C[C@H](C)[C@H](CN(C)Cc2ccncc2)Oc2ccc(NC(=O)Nc3ccc4c(c3)OCO4)cc2CC1=O | -3
C[C@H]1CN([C@@H](C)CO)C(=O)Cc2cc(NC(=O)CCN3CCOCC3)ccc2O[C@H]1CN(C)CC1CCCCC1 | 0
CC(=O)c1cccc(NC(=O)CSc2nccc(C)n2)c1 | -12
Cc1ccc(CCNC(=O)C2(NS(=O)(=O)c3cccc4cccnc34)CCCCC2)cc1 | -9
C[C@@H]1CN([C@H](C)CO)C(=O)c2cccc(NS(=O)(=O)c3ccccc3)c2O[C@H]1CN(C)Cc1ccc(Cl)c(Cl)c1 | -5
CCCCc1ccc(NC(=O)N=S2CCN(C(=O)c3ccc(Cl)cc3)CC2)cc1 | 1
C[C@@H]1CN([C@H](C)CO)C(=O)c2cc(NC(=O)Nc3cccc4ccccc34)ccc2O[C@H]1CN(C)S(=O)(=O)c1cn(C)cn1 | -7
C[C@H]1CN([C@@H](C)CO)C(=O)c2cc(NC(=O)CCN3CCOCC3)ccc2O[C@H]1CN(C)S(=O)(=O)c1ccc(Cl)cc1 | 4
Cc1ccc(O)c(C2=Nc3ccccc3N=C(C(F)(F)F)C2)c1 | 12
COc1cccc(C(=O)NC(c2ccccc2OC)c2c(O)ccc3ccccc23)c1 (stereo unspecified) | -6
Nc1cccc(-c2nc3ccccc3o2)c1 | 0
C[C@@H]1CN([C@H](C)CO)C(=O)c2cc(NC(=O)Cc3ccccc3)ccc2O[C@H]1CN(C)Cc1ccc(Cl)c(Cl)c1 | 35
O=C(NC(=O)N1CCCCC1)c1ccc(-c2csnn2)cc1 | -5
C[C@@H]1CN([C@H](C)CO)C(=O)c2cc(NC(=O)NC3CCCCC3)ccc2O[C@H]1CN(C)Cc1ccncc1 | -1
O=C(c1ccco1)N1CCN(Cc2ccc3c(c2)OCO3)CC1 | -5
C[C@H]1CN([C@@H](C)CO)C(=O)Cc2cc(NC(=O)Nc3ccccc3)ccc2O[C@@H]1CN(C)Cc1ccc(C(F)(F)F)cc1 | 16
COc1ccc(S(=O)(=O)Nc2ccc3c(c2)C(=O)N([C@@H](C)CO)C[C@H](C)[C@@H](CN(C)Cc2ccc4c(c2)OCO4)O3)cc1 | -8
C[C@@H]1CN([C@H](C)CO)C(=O)c2cc(NC(=O)C3CC3)ccc2O[C@@H]1CN(C)S(=O)(=O)c1ccc(F)cc1 | -7
O=C(Cn1cc(SCc2ccccc2)c2ccccc21)N1CCCC1 | 1
O=C1c2[nH]nc(-c3ccccc3O)c2C(c2ccccc2)N1Cc1ccco1 (stereo unspecified) | 2

Gathered by group: those above with two or more sulfur atoms.
smiles | ROS inducer
Cc1sc2nc(SCC(=O)c3ccc(O)c(O)c3)[nH]c(=O)c2c1C | 24
Cn1c(SCC(=O)Nc2ccc(Oc3ccccc3)cc2)nnc1-c1cccs1 | 3

New compounds follow.
smiles | ROS inducer
CC1(C)CCC[C@]2(C)C1CC=C(CO)[C@H]2CC/C(=C/CO)CO (stereo partly specified) | 4
CC(=O)c1ccc(O)c(CC=C(C)C)c1 | -1
Cc1noc(C)c1NC(=O)N(C)C[C@H]1Oc2ccc(NC(=O)C3CCCCC3)cc2C(=O)N([C@@H](C)CO)C[C@@H]1C | -8
C[C@@H]1CN([C@H](C)CO)C(=O)c2cccc(NS(=O)(=O)c3ccccc3)c2O[C@H]1CN(C)C(=O)Nc1cccc2ccccc12 | -3
COC(=O)c1ccsc1NC(=O)c1ccsc1NC(=O)c1cccnc1 | -2
CCOc1ccc2sc(C=NC(C)CC)c(O)c2c1 (stereo unspecified) | 0
C[C@@H]1CCCCO[C@H](CN(C)S(C)(=O)=O)[C@@H](C)CN([C@H](C)CO)C(=O)c2cc(NC(=O)c3ccccc3)ccc2O1 | 4
CCOC(=O)c1cc(-c2csc(Nc3ccccc3Cl)n2)on1 | 50
CC(=O)OC1CCC2C3CCc4cc(O)ccc4C3CCC12C (stereo unspecified) | ?
Cc1ccc(Cl)cc1NC(=O)CSc1nnc(-c2cccs2)n1C | -6
C[C@@H]1CN([C@@H](C)CO)C(=O)c2cc(NC(=O)CCC(F)(F)F)ccc2O[C@@H]1CN(C)Cc1ccncc1 | -5
N#Cc1cc2c(=O)n3ccccc3nc2n(C2CCCC2)c1=N | 5
COc1ccc(NC(=O)N(C)C[C@H]2Oc3c(NC(=O)Nc4ccc5c(c4)OCO5)cccc3C(=O)N([C@@H](C)CO)C[C@H]2C)cc1 | 6
COc1ccc(S(=O)(=O)N(C)CC(=O)Nc2cc(Cl)c(Cl)cc2Cl)cc1 | -18
C[C@@H]1CCCCO[C@@H](CN(C)S(=O)(=O)c2cn(C)cn2)[C@@H](C)CN([C@H](C)CO)C(=O)c2cc(N(C)C)ccc2O1 | 5
Cc1ccc(S(=O)(=O)Nc2ccc3c(c2)C(=O)N([C@@H](C)CO)C[C@@H](C)[C@H](CN(C)CC2CCCCC2)O3)cc1 | -1
O=C1CSC(=S)N1/N=C/c1cccnc1 | -23
Cc1ccc(S(=O)(=O)NC(C)C(=O)Nc2ccc(Oc3ccccc3)cc2)cc1 (stereo unspecified) | -4
C[C@@H]1CN([C@H](C)CO)C(=O)Cc2cc(NC(=O)Nc3ccc(F)cc3)ccc2O[C@H]1CN(C)C(=O)Nc1ccc(C(F)(F)F)cc1 | -9
C=CCNC(=O)c1cc(=O)c2ccccc2o1 | -15
C[C@@H]1CN([C@H](C)CO)C(=O)c2cc(NC(=O)CCCCCC(=O)Nc3ccccc3N)ccc2O[C@@H]1CN(C)S(=O)(=O)c1ccc(F)cc1 | -3
CCOC(CCn1c(SCc2cccc(F)c2)nc2ccccc2c1=O)OCC | 20
COc1ccc(S(=O)(=O)Nc2ccc3c(c2)CC(=O)N([C@H](C)CO)C[C@@H](C)[C@@H](CN(C)C(=O)Nc2ccccc2)O3)cc1 | 12
COc1ccc(S(=O)(=O)Nc2ccc3c(c2)CC(=O)N([C@@H](C)CO)C[C@@H](C)[C@@H](CN(C)S(=O)(=O)c2cn(C)cn2)O3)cc1 | -5
CCc1cccc(C)c1NC(=O)CN(C)S(=O)(=O)c1ccc(Cl)cc1 | 1
C[C@@H]1CN([C@H](C)CO)C(=O)CCCn2nncc2CO[C@H]1CN(C)C(=O)C1CC1 | -7
COc1ccc([N+](=O)[O-])cc1NC(=O)CN(c1ccc(F)cc1)S(C)(=O)=O | 6
CCCCc1cc2ccccc2c(OCCN(C)C)n1 | 5
C[C@H](CO)N1C[C@H](C)[C@H](CN(C)CC2CCCCC2)Oc2ccc(NC(=O)C3CCCCC3)cc2CC1=O | 6
COc1ccc(NC(=O)N(C)C[C@H]2OCCCC[C@@H](C)Oc3ccc(NC(=O)Nc4ccc(F)cc4)cc3C(=O)N([C@H](C)CO)C[C@@H]2C)cc1 | 13
O=C(NCCC1=CCCCC1)c1ccc(Cn2c(=S)[nH]c3cc4c(cc3c2=O)OCO4)cc1 | 42
Cc1ccc(S(=O)(=O)N(C)C[C@@H]2Oc3c(NC(=O)C4CCOCC4)cccc3C(=O)N([C@H](C)CO)C[C@@H]2C)cc1 | -2
CC1=C(C(=O)OC(C)C)C(c2ccccc2)NC(=S)N1 (stereo unspecified) | 54
CCNc1nc(OCC)nc(N2CCC(Cc3ccccc3)CC2)n1 | 58
C[C@@H]1CN([C@H](C)CO)C(=O)c2cccc(NC(=O)Nc3ccc(C(F)(F)F)cc3)c2O[C@H]1CN(C)S(=O)(=O)c1ccccc1 | -3
Cc1cccc(N(CC(=O)Nc2c(C)n(C)n(-c3ccccc3)c2=O)S(C)(=O)=O)c1 | -2
C[C@@H]1CN([C@@H](C)CO)C(=O)CCCn2cc(nn2)CO[C@H]1CN(C)C(=O)Nc1cccc(F)c1 | 32
C[C@H]1CN([C@@H](C)CO)C(=O)c2cccc(NC(=O)c3nc4ccccc4s3)c2O[C@@H]1CN(C)C(=O)NC1CCCCC1 | 28
C[C@@H]1CN([C@H](C)CO)C(=O)Cc2cc(NC(=O)Cc3cn(C)c4ccccc34)ccc2O[C@@H]1CN(C)C(=O)Nc1cccc2ccccc12 | 17
CSc1ccccc1NC(=O)c1cnn2c(C(F)(F)F)cc(-c3ccco3)nc12 | 171*
COc1ccc2c3c1O[C@H]1C[C@@H](O)C=C[C@@]31CCN(C)C2 | -6
O=S(=O)(Cc1cccc(C(F)(F)F)c1)Cc1cccc(C(F)(F)F)c1 | -1
CC1(C)[C@H]2CC=C(/C=N\NC(=O)c3ccccc3O)[C@@H]1C2 | 2
O=C(O)CCCCCC(=O)N/N=C/c1ccc(Br)o1 | 16
C[C@@H]1CN([C@@H](C)CO)C(=O)c2cccc(NC(=O)Nc3ccc4c(c3)OCO4)c2O[C@H]1CN(C)Cc1ccc(C(F)(F)F)cc1 | 88*
Cc1noc(C)c1NC(=O)Nc1ccc2c(c1)C(=O)N([C@H](C)CO)C[C@H](C)[C@H](CN(C)C(=O)Nc1ccc3c(c1)OCO3)OCCCC[C@@H](C)O2 | -2
O=C(COc1ccc(Br)cc1)Nc1ccc(Cl)c(-c2nc3ncccc3o2)c1 | 4
C[C@@H]1CN([C@H](C)CO)C(=O)c2cc(NC(=O)Cn3cnnn3)ccc2O[C@@H]1CN(C)S(=O)(=O)c1ccc(F)cc1 | 24
CN(Cc1ccccc1)S(C)(=O)=O | -3
Cc1cccc(NC(=O)CN2C(=O)CNC2=O)c1 | 2
CCCC(O)C#Cc1cnc2c(c1)C(=O)N([C@H](C)CO)C[C@H](C)[C@H](CN(C)S(=O)(=O)c1ccccc1)O2 (stereo partly specified) | 7
C[C@@H]1CN([C@H](C)CO)C(=O)c2cccc(NC(=O)c3ccc(-c4nccs4)cc3)c2O[C@@H]1CN(C)C(=O)Nc1ccccc1 | 0
c1ccc(Nc2ncnc3sc(-c4ccccc4)cc23)cc1 | 130*
C[C@@H]1CN([C@H](C)CO)C(=O)c2cc(NC(=O)Nc3ccccc3)ccc2O[C@@H]1CN(C)C | 1
CC(C)CNC(=O)c1ccc(COc2cc(Cl)ccc2Cl)o1 | 7
CCOC(=O)c1sc(NC(=O)CSc2nccc(C)n2)c(C#N)c1C | -16
C=CCn1c2ccccc2c2nnc(SC(CC)C(=O)Nc3nc4c(s3)CCCC4)nc21 (stereo unspecified) | 37
O=C1c2ccccc2C(=O)N1/N=C/c1ccccc1 | 11
C[C@@H]1CN([C@@H](C)CO)C(=O)c2cc(NC(=O)CCCCCC(=O)Nc3ccccc3N)ccc2O[C@H]1CN(C)C(=O)Nc1ccc(F)cc1 | 10
CC(=O)c1cccc(NC(=O)CN(C2CCCCC2)S(=O)(=O)c2c(C)cc(C)cc2C)c1 | 5

Further compounds follow.
smiles | ROS inducer
C[C@H]1CN([C@@H](C)CO)C(=O)c2cc(NC(=O)Nc3ccc(F)cc3)ccc2O[C@H]1CN(C)S(=O)(=O)c1ccccc1 | ?
COc1ccc(-c2oc3ncn(CCO)c(=N)c3c2-c2ccc(OC)cc2)cc1 | 0
COCCCNC(=O)[C@@]1(Sc2ccc(C)cc2)CC(=O)N(C2CCCCC2)[C@@H]1c1ccc(CO)cc1I | 38
COc1ccc(CN(C)C[C@@H]2Oc3ccc(NS(=O)(=O)c4ccc(C)cc4)cc3CC(=O)N([C@H](C)CO)C[C@H]2C)cc1 | -1
COc1ccc(NC(=O)N(C)C[C@@H]2Oc3c(NS(=O)(=O)c4c(C)noc4C)cccc3C(=O)N([C@H](C)CO)C[C@@H]2C)cc1 | 4
C[C@H](CO)N1C[C@H](C)[C@@H](CN(C)S(=O)(=O)c2cn(C)cn2)Oc2ccc(NC(=O)CCCN(C)C)cc2C1=O | 0

Grouped by structure, those above with a Cl atom.
smiles | ROS inducer
C[C@@H]1CN([C@H](C)CO)C(=O)c2cccc(NS(=O)(=O)c3ccccc3)c2O[C@H]1CN(C)Cc1ccc(Cl)c(Cl)c1 | -5
CCCCc1ccc(NC(=O)N=S2CCN(C(=O)c3ccc(Cl)cc3)CC2)cc1 | 1
C[C@H]1CN([C@@H](C)CO)C(=O)c2cc(NC(=O)CCN3CCOCC3)ccc2O[C@H]1CN(C)S(=O)(=O)c1ccc(Cl)cc1 | 4
C[C@@H]1CN([C@H](C)CO)C(=O)c2cc(NC(=O)Cc3ccccc3)ccc2O[C@H]1CN(C)Cc1ccc(Cl)c(Cl)c1 | 35
CCOC(=O)c1cc(-c2csc(Nc3ccccc3Cl)n2)on1 | 50
Cc1ccc(Cl)cc1NC(=O)CSc1nnc(-c2cccs2)n1C | -6
COc1ccc(S(=O)(=O)N(C)CC(=O)Nc2cc(Cl)c(Cl)cc2Cl)cc1 | -18
CCc1cccc(C)c1NC(=O)CN(C)S(=O)(=O)c1ccc(Cl)cc1 | 1
O=C(COc1ccc(Br)cc1)Nc1ccc(Cl)c(-c2nc3ncccc3o2)c1 | 4
CC(C)CNC(=O)c1ccc(COc2cc(Cl)ccc2Cl)o1 | 7
